Source: PubChem BioAssay
Cycloheximide cs: counter-screen hit for Shiga toxin inhibitors, cycloheximide; cell reporter, cycloheximide protein synthesis inhibition counterscreen; max response, %; actives 12% (n = 300,000); AID 2314; in the data active means max response mostly above about 13%, no sharp cut-off; inactive means mostly below about 14%; further: read at 38.3 µM for the half of the compounds with a filed dose; 0% is about no effect
Tb PYK inh: T. brucei pyruvate kinase inhibition; TbPYK enzyme, Kinase-Glo Plus ATP luminescence, 45 min; actives 0.12% (n = 410,000); Potency, µM (titrated, usually from 76.8 µM), for inactives: at the top dose activity, negative = inhibition, usual class: inhibitors; Q57TT1; further: potency means the concentration at half of the fitted maximal effect; on the % scale 0 is the no-effect control and ±100 the full control effect; nearly all actives have a fitted effect of over 50% in size
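Quantitative HTS: titrated library compounds versus trypanosomal pyruvate kinase in TEA buffer (pH 7.2) containing KCl, MgCl2, BSA and Tween-20. Reactions were initiated with ADP, 130 uM final. Kinase-Glo Plus luminescence was read after 45 min at RT.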
Shiga toxin inh: Shiga toxin inhibition | inhibition, % at 38.7 µM | Vero cells, Shiga toxin protein synthesis inhibition reporter | AID 2315 | actives 9.2% (n = 290,000); in the data active means inhibition mostly above about 28%, no sharp cut-off; inactive means mostly below about 43%; further: 0% is about no effect
LmPK inh: LmPK (Leishmania mexicana) enzyme inhibition; Q27686; purified LmPK, Kinase-Glo ATP luminescence, 1 h; Potency, µM (doses to about 57.5 µM), inactives show at the highest dose activity change, negative = inhibition, usual class: inhibitors; actives 0.37% (n = 290,000); AID 1721; further: potency means the concentration at half of the fitted maximal effect; on the % scale 0 is the no-effect control and ±100 the full control effect
Target sequence (Q27686 whole entry, looked up): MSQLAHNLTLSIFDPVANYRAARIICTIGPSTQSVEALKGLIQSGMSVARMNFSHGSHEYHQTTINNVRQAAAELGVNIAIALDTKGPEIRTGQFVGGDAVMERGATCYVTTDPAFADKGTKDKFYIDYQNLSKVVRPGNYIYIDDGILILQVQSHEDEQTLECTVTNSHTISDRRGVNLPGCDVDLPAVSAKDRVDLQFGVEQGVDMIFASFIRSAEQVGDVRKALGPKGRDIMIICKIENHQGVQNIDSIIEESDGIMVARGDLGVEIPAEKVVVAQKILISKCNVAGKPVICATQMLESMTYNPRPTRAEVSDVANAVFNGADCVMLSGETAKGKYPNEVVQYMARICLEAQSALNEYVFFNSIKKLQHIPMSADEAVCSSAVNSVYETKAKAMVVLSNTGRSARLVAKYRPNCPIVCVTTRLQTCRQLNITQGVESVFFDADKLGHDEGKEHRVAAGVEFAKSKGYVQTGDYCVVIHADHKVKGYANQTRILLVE
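0.1 nM LmPK, 0.5 mM PEP, 0.1 mM ADP; 50 mM imidazole pH 7.2, 7 mM MgCl2, 50 mM KCl; 1 h RT. Kinase-Glo luminescence readout, normalized to no-enzyme (full inhibition) and uninhibited wells.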
AmpC no deterg: blocks E. coli AmpC beta-lactamase in detergent-free assay; AmpC nitrocefin hydrolysis, absorbance 480 nm, 0.0001% Triton; Potency, µM (series often up to 57.1 µM), for inactives: top-dose activity change, negative = inhibition, most hits filed as inhibitors; actives 0.52% (n = 330,000); AID 485341;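 further: potency means the concentration at half of the fitted maximal effect; plate controls were no compound for no effect and no enzyme for full effect; nearly all actives have a fitted effect of over 20% in size; some results filed as inactive show a strong effect at the top dose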
Target sequence (P00811 whole entry, looked up): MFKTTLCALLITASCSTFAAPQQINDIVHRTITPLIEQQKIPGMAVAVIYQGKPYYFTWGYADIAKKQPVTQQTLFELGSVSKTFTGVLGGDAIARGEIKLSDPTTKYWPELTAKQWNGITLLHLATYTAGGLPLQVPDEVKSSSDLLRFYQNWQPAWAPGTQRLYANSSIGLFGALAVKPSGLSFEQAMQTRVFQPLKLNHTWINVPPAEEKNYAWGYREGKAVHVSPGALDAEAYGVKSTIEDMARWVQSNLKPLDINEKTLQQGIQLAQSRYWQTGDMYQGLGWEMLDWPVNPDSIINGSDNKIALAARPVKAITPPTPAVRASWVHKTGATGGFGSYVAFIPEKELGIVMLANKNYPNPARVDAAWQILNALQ
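20 mM phosphate pH 7.0 + 0.01% (detergent screen) or 0.0001% Triton X-100; 5.3 nM AmpC reagent; cpd preinc 15 min RT; nitrocefin (800 uM stock) to start; A480 q20 s × 4 min; Activity was normalised to no-enzyme and no-compound control wells.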
Pf growth 48h: inhibits P. falciparum growth in the first generation, 48 h. P. falciparum luciferase growth in erythrocytes, 48 h. Potency, µM (series often up to 28.7 µM), for inactives: at the top dose activity change, negative = inhibition, actives largely listed as inhibitors. actives 5.9% (n = 310,000); further: potency means the concentration at half of the fitted maximal effect; on the % scale 0 is the no-effect control and ±100 the full control effect
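First compound was added to culture medium, then infected red cells at 0.1% parasitemia and 2% hematocrit (final). After incubation at 37 C under 5% CO2, luciferase detection reagent was dispensed and light output recorded.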
Pf growth 96h: P. falciparum growth inhibition at 96 hours. Potency, µM (highest dose often 28.7 µM), inactives show at the highest dose activity change, negative = inhibition, actives largely listed as inhibitors. P. falciparum luciferase reporter growth, 96 h. AID 504834. actives 6.9% (n = 320,000); further: potency means the concentration at half of the fitted maximal effect; on the % scale 0 is the no-effect control and ±100 the full control effect
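Readout is luminescence from an integrated firefly luciferase in P. falciparum. Red cells, 2% hematocrit and 0.05% parasitemia final, were cultured with compound through two parasite generations (96 hours) at 37 C, 5% CO2.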
* = called active by the depositor; ? = inconclusive; . = no result given; [ ] = another dose, or the depositor's remark. Unless noted, the call rests on the fitted dose curve; in most records, active means well fitted curve in the direction sought with a large enough effect; inconclusive means small, poorly fitted or top-dose-only effect, or another doubt; inactive means no such curve, though single readings can be large; an effect the other way counts as inactive or inconclusive.

SMILES	Cycloheximide cs	Tb PYK inh	Shiga toxin inh	LmPK inh	AmpC no deterg	Pf growth 48h	Pf growth 96h
COc1ccc(-c2c(C#N)c(N)nc3sc(C(=O)c4ccccc4)c(N)c23)cc1	-3	-1%	10	7%	-18%	9.3µM*	-10%
O=C(NCc1n[nH]c(=S)n1-c1ccc(F)cc1)c1ccc(S(=O)(=O)N2CCCC2)cc1	-3	?	27	8%	-23%	.	?
CCc1ccc(OCC(=O)Nc2ncc3c(n2)CC(C)(C)CC3=O)cc1	-6	4%	-17	-1%	-20%	8%	3.3µM*
CCCn1cc(S(=O)(=O)c2ccccc2)c(=O)c2cc(OCC)ccc21	2	0%	26	7%	-1%	-4%	13%
O=C(NCCCN1CCOCC1)c1cc(-c2ccccc2)nc2ccccc12	.	-2%	.	.	-7%	?	8%
CC(NC(=O)c1ccc(NC(=O)c2ccco2)cc1)c1ccccc1 (stereo not given)	7	9%	7	1%	-12%	23%	3%
Cc1c(N=Nc2c(O)n(-c3ccc(Br)cc3)c(=O)[nH]c2=O)c(=O)n(-c2ccccc2)n1C	-2	-3%	-15	0%	-21%	-10%	-1%
Cc1ccc(S(=O)(=O)Nc2ccc(Oc3cccnc3)nc2)cc1	-3	-4%	-9	4%	-5%	10%	-1%
c1ccc(CN2CCN(c3cnc4ccccc4n3)CC2)cc1	52*	-4%	131*	4%	27%	.	71%[activator]
COC(=O)Cc1[nH]n(-c2nc3ccccc3s2)c(=O)c1C(C)=O	17*	-13%	33	-13%	-15%	71%[activator]	.
COc1ccc(OC)c(NC2=NCCS2)c1	-1	2%	-5	0%	-22%	15%	21%
CCC(=O)c1ccc(OCC(O)CN(CCc2ccccc2)Cc2ccccc2)cc1 (stereo not given)	13	-3%	-1	-3%	3%	?	?
CCC(CC)NC(=O)/C=C/c1ccccc1Cl	35*	-13%	69*	-19%	-32%	44%[activator]	-16%
CCN(CC)c1ccc(/C=C(\C#N)c2ccccn2)cc1	35*	-2%	26	-21%	-16%	-63%	-92%
O=c1[nH]c(CSc2nc3ccccc3s2)nc2cc(Cl)ccc12	9	.	25	1%	-59%	2%	28%
COc1ccc(-c2nc3cc(C)ccn3c2NCc2ccc3c(c2)OCO3)cc1	27*	0%	133*	1%	-18%	?	20%
Cc1ccc(S(=O)(=O)NCCc2nnc(SCc3cccnc3)n2C)cc1	5	-1%	13	-7%	-1%	6%	6%
CCOc1cc(/C=N/n2cnnc2)ccc1OC(=O)c1cccc([N+](=O)[O-])c1	-3	7%	-20	0%	-6%	22%	3.3µM*
O=C(N/N=C\c1ccccc1OCc1ccccc1)c1ccco1	32*	0%	40*	-3%	-32%	8.3µM*	?
CN(C)CCN(C(=O)c1ccc2ccccc2c1)c1nc2cc3c(cc2s1)OCCO3	39*	-11%	82*	-1%	21%	37%[activator]	60%[activator]
CN(C(=O)CSc1nnc(-c2cccc(F)c2)n1N)C1CCS(=O)(=O)C1 (stereo not given)	8	1%	-8	-5%	-6%	37%[activator]	?
CCOc1ccc(NC(=O)CSc2nc(=O)n(Cc3ccccn3)c3c2CCC3)cc1	.	-10%	.	.	29%	-25%	?
O=P(c1ccccc1)(c1ccccc1)c1cc(Br)cc(Br)c1OCCO	-6	-7%	-7	-1%	95%[activator]	-31%[0.00184 µM]	?
CN(C)c1ccc(C(=O)N2CCCC(CCC(=O)N3CCN(c4ccccn4)CC3)C2)cc1 (stereo not given)	7	-12%	14	-9%	49%	?	?
CC(=O)c1cccc(NC(=O)Cn2nc(-c3ccc(Cl)cc3)ccc2=O)c1	-1	0%	14	7%	-6%	15%	-13%

Quoted from the listing.
In Shiga toxin inh, CCc1ccc(OCC(=O)Nc2ncc3c(n2)CC(C)(C)CC3=O)cc1 is listed with -17
In AmpC no deterg, CCOc1ccc(NC(=O)CSc2nc(=O)n(Cc3ccccn3)c3c2CCC3)cc1 is listed with 29%

Remaining list, next part:
SMILES	Cycloheximide cs	Tb PYK inh	Shiga toxin inh	LmPK inh	AmpC no deterg	Pf growth 48h	Pf growth 96h
CCCNC(=O)c1n[nH]c(=O)c2ccccc12	-6	0%	-14	2%	-3%	17%	24%
COc1ccc(CCN(C)C2CCCN(C(=O)CCC(F)(F)F)C2)cc1OC (stereo not given)	-2	4%	-21	0%	15%	-19%	?
O=S(=O)(N1CCCCC1)N1CCN(c2cc(Cl)ccc2Cl)CC1	2	4%	1	4%	3%	?	?
Cc1ccccc1-n1c(N)c(C(=O)Nc2ccc(F)cc2)sc1=S	26	-6%	-4	1%	-11%	-1%	54%[activator]
COC(=O)c1[nH]c2ccc(Cl)cc2c1NC(=O)CN1CCc2cc(OC)c(OC)cc2C1	-2	-16%	46	6%	107%[activator]	?	.
Cc1ccc(OCCOc2cccc(C=C3C(=O)NC(=O)NC3=O)c2)cc1	62*	?	93*	5%	-10%	339%[activator]	6%
CCOc1ccccc1C(=O)NN1C(=O)CCC1=O	-3	-11%	9	-3%	-22%	19%	9%
CN(CC(=O)Nc1ccccc1Br)C(=O)C(Cc1ccccc1)NC(=O)c1ccccc1 (stereo not given)	-1	-3%	12	-5%	1%	?	?
O=C(Nc1ccc(Cl)cn1)C1CCCN(c2ncnc3c2nc2n3CCCCC2)C1 (stereo not given)	12	-2%	-2	-4%	160%[activator]	0%	?
CC(=O)Nc1ccc2c(c1)nc1n2CCN(C(C)c2ccccc2)C1 (stereo not given)	24	-6%	19	0%	4%	-8%	?
CSc1nc(C)cc(C)c1C#N	-3	-1%	-43	-1%	-12%	4%	28%
O=C(Nc1cccc(-c2nc3cccnc3s2)c1)c1ccco1	20*	1%	57*	4%	-23%	20%	?
Cc1ccc(/C=C/C(=O)Nc2cccc(S(=O)(=O)N3CCOCC3)c2)o1	6	?	7	-17%	-19%	4%	?
CCOC(=O)Cc1csc(NC(=O)CC(C)(C)CC(=O)O)n1	-2	0%	3	3%	-22%	18%	-10%
CCOc1ccc(CNC(=O)CCCn2ccc3cc(S(=O)(=O)N4CCCC4)ccc32)cc1	-1	1%	-1	0%	24%	?	0%
Cc1ccc(C)c(NC(=S)N2CCN(S(C)(=O)=O)CC2)c1	8	-1%	-5	0%	2%	6%	20%
CCOc1ccc(NC(=O)COc2ccc(-n3cnnn3)cc2)cc1	.	-3%	.	.	-6%	-10%	-27%
CCC(C)NC(=O)Cn1nc([N+](=O)[O-])c(Cl)c1C (stereo not given)	-1	0%	-6	3%	-6%	20%	-21%
CC(C)NCc1c(O)c(Br)cc2oc3c(c12)CCCC3	-2	-8%	-2	-6%	-32%	-25%	16%
CCCCc1ccc(/C=C2\C(=O)c3ccccc3C(O)=C2C(=O)OCC)cc1	16*	.	30*	-19%	-29%	?	?
COc1cccc(NC(=O)CSc2nnc3c(n2)[nH]c2ccc(C)cc23)c1	-4	0%	-9	-6%	-3%	21%	2%
O=c1cc(-c2ccccc2)nc(Cc2c(Cl)cccc2Cl)[nH]1	-4	1%	-12	3%	-16%	11%[0.00184 µM]	6%
Cc1cccc(NC(=O)CSc2nnc(NC(=O)CN3CCOCC3)s2)c1	-7	-1%	-6	10%	-13%	.	-17%
COC(=O)Nc1nnc(-c2ccncc2)s1	3	-18%	5	-24%	-20%	16%	.
Cc1cc(NCCCn2ccnc2)n2ncc(-c3ccc(Cl)cc3)c2n1	40*	-2%	83*	-2%	165%[activator]	-29%	-56%

3 structures out of the list, sorted by molar mass, high to low.
SMILES	Cycloheximide cs	Tb PYK inh	Shiga toxin inh	LmPK inh	AmpC no deterg	Pf growth 48h	Pf growth 96h
COc1cccc(NC(=O)CSc2nnc3c(n2)[nH]c2ccc(C)cc23)c1	-4	0%	-9	-6%	-3%	21%	2%
O=c1cc(-c2ccccc2)nc(Cc2c(Cl)cccc2Cl)[nH]1	-4	1%	-12	3%	-16%	11%[0.00184 µM]	6%
CCOC(=O)Cc1csc(NC(=O)CC(C)(C)CC(=O)O)n1	-2	0%	3	3%	-22%	18%	-10%

Next part:
SMILES	Cycloheximide cs	Tb PYK inh	Shiga toxin inh	LmPK inh	AmpC no deterg	Pf growth 48h	Pf growth 96h
N#CC1=C(N)C(C#N)(C#N)[C@H](c2ccsc2)[C@H]2COCC=C12	-1	-26%	6	8%	-14%	-1%	?
Cc1cccc(C)c1OCC(=O)NCC1CCCO1 (stereo not given)	5	1%	-13	2%	-6%	0%	23%
COc1ccc(-c2nc3cccc(C)n3c2NCc2ccco2)cc1OC	16*	-12%	-4	-4%	6%	10%	10%
O=C(O/N=C1/CCCc2occc21)c1ccccc1	26*	-6%	54*	13µM*	-21%	31%[activator]	?
COc1ccc(NCc2nc3ccccc3n2CCOc2ccccc2)cc1	47*	-5%	84*	-1%	-4%	-6%	42%[activator]
COc1cccc(OCC(=O)NNC(=O)c2cccs2)c1	-3	-3%	-20	-5%	-10%	27%	47%[activator]
CC1(C)C2C(Cl)(Cl)C2(C)c2ccccc2N1C=O (stereo not given)	0	1%	6	2%	-4%	3%	15%
COc1cc(/C=N\NC(=O)OC(C)(C)C)ccc1OC(=O)c1ccco1	19	5%	82*	6%	-8%	?	37%[activator]
CN1Cc2sc(NC(=S)NC(=O)c3ccccc3)c(C#N)c2CC1(C)C	47*	-11%	56	-1%	-2%	-21%	-51%
CCOC(=O)CSc1nnc(CNC(=O)c2ccc(S(=O)(=O)N3CCCC3)cc2)n1C	-1	-5%	5	1%	42%	-1%	343%[activator]
CC(=O)c1ccc(S(=O)(=O)N2CCN(C(=O)CSc3ccc(F)cc3)CC2)cc1	10	4%	-6	1%	9%	?	-26%
COc1cccc(-c2cc(-c3cccnc3)c(C#N)c(N)n2)c1	0	6%	2	1%	-4%	-10%	-11%
COc1cc(C(=O)Nc2ccc3c(c2)OCCO3)c(-n2cnnn2)cc1OC	-3	-5%	-13	-4%	-12%	28%	29%
Cc1nn(Cc2ccccc2)c2c1C(c1cccnc1)C(C#N)=C(N)O2 (stereo not given)	7	-14%	18	5%	-9%	.	25%
c1ccc(C2CCCN(Cc3nc(CC4CC4)no3)CC2)cc1 (stereo not given)	16*	2%	53*	0%	47%	?	27%
CCN(CC)S(=O)(=O)c1ccc(N2CCOCC2)c(NC(=O)C(C)(C)C)c1	6	5%	-4	4%	34%	75%[activator]	?
NC(=O)c1ccc(N2CCNC(=O)C2)c([N+](=O)[O-])c1	-1	-2%	-4	2%	97%[activator]	19%	41%[activator]
O=C(CCCn1c(SCc2cccc(F)c2)nc2ccccc2c1=O)NCC1CCCO1 (stereo not given)	2	-5%	-17	-1%	-11%	?	?
CCN(CC(=O)Nc1ccc(NC(C)=O)cc1)C(=O)/C=C/c1cn(-c2ccccc2)nc1-c1cccs1	.	-14%	.	.	25µM*	?	?

One compound at a time, from the list above:
COc1cccc(-c2cc(-c3cccnc3)c(C#N)c(N)n2)c1 as listed: Cycloheximide cs: 0; Tb PYK inh: 6%; Shiga toxin inh: 2; LmPK inh: 1%; AmpC no deterg: -4%; Pf growth 48h: -10%; Pf growth 96h: -11%
c1ccc(C2CCCN(Cc3nc(CC4CC4)no3)CC2)cc1 (stereo not given) as listed: Cycloheximide cs: 16*; Tb PYK inh: 2%; Shiga toxin inh: 53*; LmPK inh: 0%; AmpC no deterg: 47%; Pf growth 48h: ?; Pf growth 96h: 27%
